Dicer processing: inhibitors of Dicer pre-microRNA processing, primary screen, biochemical, cat-ELCCA, chemiluminescence | cat-ELCCA pre-miR-21 Dicer processing; stronger effect = higher value | AID 1347074, 2019 | z-score at 25 µM | hit rate 6% among 47,000; in the data active = z-score above about 3, passing the limit was not always enough;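 also: plate controls were vehicle for no effect and no enzyme for full effect; higher signal means more uncleaved substrate so more Dicer inhibition; strong numbers were not always called active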
Target sequence (Q9UPY3 whole entry, looked up): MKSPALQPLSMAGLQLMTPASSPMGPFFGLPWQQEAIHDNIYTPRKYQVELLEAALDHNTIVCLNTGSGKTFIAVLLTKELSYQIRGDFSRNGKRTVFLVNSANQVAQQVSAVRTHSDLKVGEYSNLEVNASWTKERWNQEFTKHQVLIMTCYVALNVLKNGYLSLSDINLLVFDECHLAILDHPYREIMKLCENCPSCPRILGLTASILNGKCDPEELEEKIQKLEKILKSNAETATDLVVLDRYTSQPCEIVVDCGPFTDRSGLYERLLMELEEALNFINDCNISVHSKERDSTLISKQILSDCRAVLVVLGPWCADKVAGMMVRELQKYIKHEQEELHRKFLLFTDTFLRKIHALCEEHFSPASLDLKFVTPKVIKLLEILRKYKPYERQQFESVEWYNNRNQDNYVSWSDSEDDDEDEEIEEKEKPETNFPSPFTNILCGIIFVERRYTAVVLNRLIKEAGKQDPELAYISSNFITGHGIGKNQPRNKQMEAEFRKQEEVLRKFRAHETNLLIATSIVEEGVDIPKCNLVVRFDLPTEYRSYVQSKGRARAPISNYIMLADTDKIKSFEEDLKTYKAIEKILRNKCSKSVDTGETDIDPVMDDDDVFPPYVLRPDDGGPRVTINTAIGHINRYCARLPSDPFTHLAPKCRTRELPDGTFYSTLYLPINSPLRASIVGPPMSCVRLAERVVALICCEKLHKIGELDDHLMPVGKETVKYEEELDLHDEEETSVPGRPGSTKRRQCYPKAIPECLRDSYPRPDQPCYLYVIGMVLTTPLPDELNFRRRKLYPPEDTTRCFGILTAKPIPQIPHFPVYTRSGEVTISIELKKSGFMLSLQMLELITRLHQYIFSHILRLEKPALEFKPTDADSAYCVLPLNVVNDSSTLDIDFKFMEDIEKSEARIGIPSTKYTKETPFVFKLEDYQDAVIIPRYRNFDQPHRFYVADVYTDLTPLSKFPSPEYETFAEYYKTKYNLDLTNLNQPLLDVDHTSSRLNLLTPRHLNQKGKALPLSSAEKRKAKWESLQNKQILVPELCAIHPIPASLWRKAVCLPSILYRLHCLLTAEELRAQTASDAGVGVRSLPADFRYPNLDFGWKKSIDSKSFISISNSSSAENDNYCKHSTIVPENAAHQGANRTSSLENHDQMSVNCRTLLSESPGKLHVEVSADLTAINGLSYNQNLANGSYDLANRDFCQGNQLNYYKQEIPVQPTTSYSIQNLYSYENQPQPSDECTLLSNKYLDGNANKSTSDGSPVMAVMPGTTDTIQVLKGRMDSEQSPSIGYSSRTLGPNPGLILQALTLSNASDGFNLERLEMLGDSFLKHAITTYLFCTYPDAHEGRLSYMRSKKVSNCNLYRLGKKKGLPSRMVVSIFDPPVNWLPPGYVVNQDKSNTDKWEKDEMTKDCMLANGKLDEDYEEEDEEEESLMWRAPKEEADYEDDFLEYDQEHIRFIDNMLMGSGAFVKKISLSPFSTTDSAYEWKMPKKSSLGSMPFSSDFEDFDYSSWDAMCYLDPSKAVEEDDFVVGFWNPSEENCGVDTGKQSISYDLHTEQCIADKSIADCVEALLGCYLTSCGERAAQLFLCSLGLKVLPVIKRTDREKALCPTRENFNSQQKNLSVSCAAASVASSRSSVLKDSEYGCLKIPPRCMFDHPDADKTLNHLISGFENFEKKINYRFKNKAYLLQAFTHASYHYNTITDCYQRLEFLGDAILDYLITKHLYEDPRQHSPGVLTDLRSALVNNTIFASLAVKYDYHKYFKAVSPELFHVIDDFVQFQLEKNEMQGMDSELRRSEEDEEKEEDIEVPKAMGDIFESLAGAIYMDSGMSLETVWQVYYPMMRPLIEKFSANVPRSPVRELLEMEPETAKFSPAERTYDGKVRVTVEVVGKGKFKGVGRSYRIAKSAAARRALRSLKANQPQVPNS
Starred values were filed as active, the others as inactive. Some of the compounds tested, so the mix of outcomes need not match the whole.

SMILES | Dicer processing
CC(Sc1nc2c(N)ncnc2n1CCOc1ccccc1)C(=O)O (configuration not stated) | -0.38
Nc1ncnc2c1ncn2CCN1CCOCC1 | 0.1
S=C(NNc1ccccc1)Nc1cccc(Cl)c1Cl | 2.35
Cn1c(SCC(=O)Nc2cccc(C(F)(F)F)c2)nnc1SCC(=O)Nc1cccc(C(F)(F)F)c1 | -0.05
COc1ccc(-c2c(C(F)(F)F)nn(C)c2NC(=O)C(C)(C)C)cc1 | -0.02
COc1ccc(-c2nc(C#N)c(N3CC(C)CC(C)C3)o2)cc1 (configuration not stated) | 0.14
CC(=O)N1c2ccccc2C(C)CC1(C)C (configuration not stated) | -0.2
C=CCOC(=O)C1=C(C)NC2=C(C(=O)CC(C)(C)C2)C1c1cc(Br)c(O)c(OC)c1 (configuration not stated) | 0.46
Cc1cc(N=CNOC(=O)c2nn(-c3ccccc3)nc2C)no1 | -0.95
Cc1ccc(/C(O)=C2\C(=O)C(=O)N(c3nnc(C)s3)C2c2ccc(Cl)cc2)cc1 (configuration not stated) | 0.89
C=CCSC(=NC#N)S/C=C/C(=O)c1ccc(Br)cc1 | -1.85
CNc1ccc(Br)cc1C(O)c1ccccc1 (configuration not stated) | 3.39*
COc1ccc(C2N(c3ccccc3)OC(=O)N2c2ccccc2)cc1 (configuration not stated) | -1.1
N#CCC(=O)N(Cc1ccccc1)C(=O)Nc1cccc(Cl)c1 | -0.32
CCOC(=O)c1ccc(-n2c(C)ccc2C)cc1 | 1.01
O=C(CCCSc1nc(-c2ccco2)cc(C(F)(F)F)n1)NCC1CCCO1 (configuration not stated) | -0.51
O=c1[nH]c2ccsc2c(=O)n1CCO | 3.25*
COc1ccccc1N1CCN(c2ncc3c(n2)CCCC3=O)CC1 | 1.48
O=c1[nH]c(O)c(C=Nc2ccc(Cl)cc2Cl)c(=O)[nH]1 | -0.28
Cc1ccc(NC(=O)c2ccc(CN3CCN(C)CC3)cc2)cc1Nc1nccc(-c2cccnc2)n1 | 0.91
Cc1ccc2cccc(OC(=O)c3c(F)cccc3Cl)c2n1 | -0.42
Cc1ccc(-c2cccc(-n3c(C)ccc3-c3cccc(N)c3)c2)o1 | 0.02
O=c1[nH]cnc2c1cnn2-c1ccccc1 | 3.6*
NS(=O)(=O)c1ccc(NC(=O)C2CCCCC2)cc1 | 1.35
C[N+]1(C)CCC(OC(=O)C(O)(c2ccccc2)C2CCCC2)C1 (configuration not stated) | 0.32

Structures above containing a cyano group (3):
SMILES | Dicer processing
COc1ccc(-c2nc(C#N)c(N3CC(C)CC(C)C3)o2)cc1 (configuration not stated) | 0.14
C=CCSC(=NC#N)S/C=C/C(=O)c1ccc(Br)cc1 | -1.85
N#CCC(=O)N(Cc1ccccc1)C(=O)Nc1cccc(Cl)c1 | -0.32

The listing picks up, starting two compounds before the break.
SMILES | Dicer processing
NS(=O)(=O)c1ccc(NC(=O)C2CCCCC2)cc1 | 1.35
C[N+]1(C)CCC(OC(=O)C(O)(c2ccccc2)C2CCCC2)C1 (configuration not stated) | 0.32
CN(Cc1ccccc1)C(=O)CN1C(=O)c2ccccc2S1(=O)=O | -3.49
CN(C)c1ccc(C2CC(c3ccccc3)Nc3ncnn32)cc1 (configuration not stated) | 1.42
O=C(CSC1=NNC(c2ccccn2)S1)c1cccc(F)c1 (configuration not stated) | 24.6
Cc1ccc2[nH]c(=O)c(-c3noc(C)n3)cc2c1 | -0.15
COC(=O)C1=C(C)Nc2c(c(=O)n(C)c(=O)n2C)C1c1ccc(Br)cc1 (configuration not stated) | 3.4*
O=C(CCSc1nc(-c2ccco2)cc(C(F)(F)F)n1)Nc1cccnc1 | 0.92
Cn1[nH]c(=O)c2c(C(F)(F)F)ccnc21 | -0.97
CCCC1c2ccsc2CCN1C(=S)Nc1ccc(Cl)cc1Cl (configuration not stated) | -0.53
CCN(C(=O)c1cnc(NC(C)C)cc1C(F)(F)F)c1ccc(Cl)cc1Cl | -1.64
CCOc1ccc2nc(SCc3ccc(C)cc3)[nH]c2c1 | 9.76
CCOC(=O)c1c(C)nsc1NC(=O)Oc1ccccc1 | 0.25
COC(=O)c1sccc1NNC(=O)/C(C)=C/C(=O)O | -0.14
CC(=O)c1cc2cc(Cl)cc(Cl)c2o1 | 1.03
N/C(=N\OCc1ccc(Cl)cc1)c1cc(Cl)c(N)c(Cl)c1 | 0.02
Cc1nn(C)c(C)c1NC(=O)CCSc1nc(-c2ccco2)cc(C(F)(F)F)n1 | 3.04*
CCNc1nc(NC(C)C)nc(OCCNS(=O)(=O)c2ccc(C)cc2)n1 | 1.49
CN(C)c1ccc(C2C(C#N)=C3N=C(N)c4ccccc4N3C3=C2C(=O)CC(C)(C)C3)cc1 (configuration not stated) | 6.9*
COC(=O)C(O)(c1ccc(N(C)C(=O)Nc2ccc(F)c(Cl)c2)cc1)C(F)(F)F (configuration not stated) | 0.05
C/C(=N\NC1=NCCCN1)c1ccccc1 | -0.91
CCOC(=O)C1=C(C)NC2=C(C(=O)CC(c3ccccc3)C2)C1c1ccccc1Cl (configuration not stated) | 3.74*
Clc1cccc(-n2c(SCC3CC3)nnc2C2CC2)c1 | -0.09
COc1ccc(-c2noc(CSc3nc4ccccc4[nH]3)n2)c(OC)c1 | 1.36
CSc1cc(C(C)(C)C)nn1S(=O)(=O)c1ccc(Cl)cc1 | 0.31
Cc1cc(=O)oc2c1c(C)nn2-c1ccc(C(=O)O)cc1 | -0.99
O=C1/C(=C\c2ccc(SC3CCCCC3)c([N+](=O)[O-])c2)SC(=S)N1c1ccccc1Cl | 2.11

Three compounds drawn at random from those above, as already listed:
SMILES | Dicer processing
CCOc1ccc2nc(SCc3ccc(C)cc3)[nH]c2c1 | 9.76
O=C(CSC1=NNC(c2ccccn2)S1)c1cccc(F)c1 (configuration not stated) | 24.6
CCNc1nc(NC(C)C)nc(OCCNS(=O)(=O)c2ccc(C)cc2)n1 | 1.49

The main list resumes with the six entries that preceded the break.
SMILES | Dicer processing
CCOC(=O)C1=C(C)NC2=C(C(=O)CC(c3ccccc3)C2)C1c1ccccc1Cl (configuration not stated) | 3.74*
Clc1cccc(-n2c(SCC3CC3)nnc2C2CC2)c1 | -0.09
COc1ccc(-c2noc(CSc3nc4ccccc4[nH]3)n2)c(OC)c1 | 1.36
CSc1cc(C(C)(C)C)nn1S(=O)(=O)c1ccc(Cl)cc1 | 0.31
Cc1cc(=O)oc2c1c(C)nn2-c1ccc(C(=O)O)cc1 | -0.99
O=C1/C(=C\c2ccc(SC3CCCCC3)c([N+](=O)[O-])c2)SC(=S)N1c1ccccc1Cl | 2.11
CCCCCC(=O)Nc1ncc2c(n1)CC(c1cccs1)CC2=O (configuration not stated) | 1.83
COc1ccc(CCNS(=O)(=O)c2ccc(-c3csc(C)n3)s2)cc1OC | -0.24
O=C(CCC(=O)OCC(=O)c1cccs1)Nc1cccc2cccnc12 | 4.31*
COCCOC(=O)C1=C(C)NC2=C(C(=O)CCC2)C1c1cccc2ccccc12 (configuration not stated) | 0.3
CC(C)NC(=O)c1cnn(C)c1-n1cccc1 | -0.55
CC(=O)c1ccc(N2CCN(S(=O)(=O)c3ccc(CNC(=O)c4ccccc4)s3)CC2)cc1 | -0.67
Cc1ccc(-c2cc3nc(-c4ccncc4)cc(C(F)(F)F)n3n2)cc1 | -0.26
CCC(C)OC(=O)C(C)Oc1ccc2c(=O)c(-c3ccc(Cl)cc3)coc2c1 (configuration not stated) | -0.61
OCCCc1nc2n(n1)C(c1ccc(Cl)cc1)C=C(c1ccccc1)N2 (configuration not stated) | 2.17
COc1ccc(-c2nnc(SCc3cccc4ccccc34)o2)c(OC)c1 | 227*
C/C(=N\Nc1nc(C(C)(C)C)cs1)c1cc2cc(Cl)ccc2o1 | -1.08
Cc1onc(-c2c(Cl)cccc2Cl)c1NC(=O)OCCOc1ccc(Cl)cc1Cl | -0.91
Cc1c(-c2ccnn2S(=O)(=O)c2ccccc2F)sc2ccccc12 | 0.3
CCCc1cc(=O)c2ccc(O)cc2o1 | 0.12
COc1ccccc1CNC(=S)NN | -0.61
C=CCSc1nnc2c(n1)OC(c1ccc(N(C)C)cc1)N(C(C)=O)c1ccccc1-2 (configuration not stated) | -0.47
CN(C)c1ccnc2sc3c(N(CCO)CCO)ncnc3c12 | 3.28*
COc1ccc([N+](=O)[O-])cc1-c1ccn(S(=O)(=O)c2ccc(Cl)cc2)n1 | -1.4
CSc1nsc(SC)c1C(=O)N1CCN(S(=O)(=O)c2ccc(C)cc2)C1C(C)C (configuration not stated) | 0.41
Cc1oc2ccc(NS(=O)(=O)c3cccc4cccnc34)cc2c1C(=O)OC(C)C | 0.05
N#Cc1c(Sc2ccc(Cl)cc2)cccc1Sc1ccc(Cl)cc1 | 0.24
Cc1ccc2ncnc(Oc3ncccc3[N+](=O)[O-])c2c1 | 1.38
Nc1ccc(Cl)cc1C(=O)NCc1cccs1 | 21*
COC(=O)c1ccc(C(c2c(C)[nH][nH]c2=O)c2c(C)[nH][nH]c2=O)cc1 | -6.05
CC(C)C(=O)N1c2ccccc2C(N(C(=O)C(C)C)c2ccccc2)CC1C (configuration not stated) | -0.9
SMILES | Dicer processing
Cc1ccc(-c2nc(NC(=O)c3ccc(C(F)(F)F)cc3)sc2C)cc1Cl | 1.08
O=[N+]([O-])c1ccc(C(N2CCSCC2)N2CCSCC2)cc1 | -0.92
CC12CCC3c4ccc(Oc5ccc([N+](=O)[O-])cc5)cc4CCC3C1CCC2O (configuration not stated) | 0.52
CCOC(=O)c1c(NC(=S)N2CCN(C)CC2)sc(C)c1C | -1.87
CCOC(=O)C1=C(C)N(C(=O)Oc2ccccc2)C(SC)=NC1c1ccccc1 (configuration not stated) | -2.08
Cc1ccc(Nc2ccnc3cc(Cl)ccc23)cc1F | -0.54
N#CCCN(Cc1ccccc1)S(=O)(=O)c1ccc(-c2ccccn2)s1 | 1.04
O=C1NC(Cc2ccccc2)C(=O)N1c1ccccc1 (configuration not stated) | -0.22
COc1cc(OC)cc(C(C)(C)OC(=O)N[C@@H](CCC(N)=O)C(=O)O)c1 | 1.39
CC(C)CNc1cc(=O)n(C)c(=O)n1C | 1.53
COC(=O)c1nc2nc(C)cc(=O)n2[nH]1 | 2
COC(=O)c1csc(S(=O)(=O)N=S(C)(=O)c2cccs2)c1OC (configuration not stated) | 0.07
COc1ccc(NC(=O)CCSc2nc(-c3ccco3)cc(C(F)(F)F)n2)cc1 | 2.13
OC(COc1ccc(F)cc1)(c1ccccc1)c1ccccc1 | -3.3
CC(C)c1ccc(/C=N/N=C2/NC(=O)C(CC(=O)O)S2)cc1 (configuration not stated) | 2.48
CN(C)/C=C1/C(=O)c2sccc2N(C)S1(=O)=O | -3.38
CNCCC(Oc1ccccc1C)c1ccccc1 (configuration not stated) | -1.48
CCOC(=O)/C(C#N)=C/C=C(/c1ccc(Cl)cc1)N1CCSCC1 | 1.49
COC(=O)c1cc(NC(=O)c2cc(C(C)(C)C)nn2Cc2cccc(C)c2)ccc1N1CCOCC1 | -2.01
CC12CN3CC(C)(CN(C1)C3c1ccccc1)C2O (configuration not stated) | -0.22
Cc1ccc(Cc2cc(-c3ccc(C)cc3)n[nH]c2=O)cc1 | -0.37
CN(NC(=O)c1ccccc1Cl)c1ncc(C(F)(F)F)cc1Cl | 0.18
COc1cc(C2c3c(oc4cc(C)c(C)cc4c3=O)C(=O)N2CCCN(C)C)ccc1OCC(C)C (configuration not stated) | -0.39
CCOC(=O)c1cc(=O)c2ccc(OCC(=O)Nc3ccc(F)cc3)cc2o1 | -0.39
O=C(CN1CCCC1)N1c2ccccc2C=Cc2ccccc21 | 0.45
SMILES | Dicer processing
CCOC(=O)CN(C(=O)COc1nc(-c2ccccc2)cc(C)c1C#N)c1cccc(OC)c1 | 0.12
CC(C)(C)c1cc2nc(C(F)(F)F)cc(N3CCN(S(=O)(=O)c4ccc(Cl)cc4)CC3)n2n1 | 0.65
O=C(O)c1ccc(Nc2ncnc3scc(-c4ccccc4)c23)cc1 | 0.41
CCC(=O)c1cc(OC)c(OC)cc1OC | -0.05
O=C(CSc1nnc(-c2ccncc2)n1-c1ccccc1)c1ccccc1 | -2.62
CC(=O)c1oc2nc3c(c(-c4ccco4)c2c1N)CCc1ccccc1-3 | -0.7
N/C(=N\OC(=O)c1ccc(Cl)cc1)c1ccc(S(=O)(=O)N2CCOCC2)cc1 | 0.39
CC(C(=O)NNC(=O)C(C)(C)C)n1nnc(-c2cc(C(F)(F)F)cc(C(F)(F)F)c2)n1 (configuration not stated) | 3.75*
COc1ccc(Br)cc1C1NC(=O)c2c(sc3c2CCCC3)N1 (configuration not stated) | -0.09
Cc1nc2ccccn2c1C(=O)NNS(=O)(=O)c1sc2ccc(Cl)cc2c1C | -0.07
COc1cccc(OC)c1OCCNCC1COc2ccccc2O1 (configuration not stated) | 0.04
c1ccc(C2=C(c3ccccc3)N3CCN=C3S2)cc1 | -0.68
COc1ccc2cc(C(=O)O)sc(=O)c2c1OC | -1.79
COc1ccc(S(=O)(=O)N(C)CCc2ccccn2)cc1 | -0.72
CCCn1nc(Oc2nc(NCC)nc(NC(C)C)n2)ccc1=O | 0.47
CCN(CC)c1ccc(C2C(C#N)=C(C)NC3=C2C(=O)CC(c2ccccc2)C3)cc1 (configuration not stated) | 2
CS/C(=N/S(=O)(=O)c1ccc(-n2nc(C(F)(F)F)cc2-c2cccs2)cc1)NNC(=O)Nc1ccccc1 | 4.44*
O=C1c2ccncc2C(=O)N1c1ccc(F)cc1F | -1.58
COCCCN1C(=O)C(=O)/C(=C(\O)c2ccc(OC)cc2)C12C(=O)N(C)c1ccccc12 (configuration not stated) | 2.6
Cc1ccc(Sc2ncccc2C(=O)NCC(=O)O)cc1 | -0.82
CCOC(=O)c1c(C)n(CC)c2ccc(OC)cc12 | 2.44
Cc1ccc2nc(SCc3nc(-c4ccccc4C)no3)[nH]c2c1 | 3.02*
CCOC(=O)c1sc(N2C(=O)c3oc4ccc(F)cc4c(=O)c3C2c2ccc(C)cc2)nc1C (configuration not stated) | 2.85
CCOC(=O)c1c(N/N=C\c2ccccc2Cl)n[nH]c1C | 0.78

Screening results as filed in PubChem.
